Screening results (PubChem)
UGM FP inh – blocks M. tuberculosis UGM enzyme; P9WIQ1; purified UGM, fluorescence polarization probe displacement; inhibition, % at 10 µM; actives 0.06% (n = 320,000); in the data active = inhibition above about 10%, passing the limit was not always enough; inconclusive = no clear call, values can overlap the other calls
Target sequence (P9WIQ1 whole entry, looked up): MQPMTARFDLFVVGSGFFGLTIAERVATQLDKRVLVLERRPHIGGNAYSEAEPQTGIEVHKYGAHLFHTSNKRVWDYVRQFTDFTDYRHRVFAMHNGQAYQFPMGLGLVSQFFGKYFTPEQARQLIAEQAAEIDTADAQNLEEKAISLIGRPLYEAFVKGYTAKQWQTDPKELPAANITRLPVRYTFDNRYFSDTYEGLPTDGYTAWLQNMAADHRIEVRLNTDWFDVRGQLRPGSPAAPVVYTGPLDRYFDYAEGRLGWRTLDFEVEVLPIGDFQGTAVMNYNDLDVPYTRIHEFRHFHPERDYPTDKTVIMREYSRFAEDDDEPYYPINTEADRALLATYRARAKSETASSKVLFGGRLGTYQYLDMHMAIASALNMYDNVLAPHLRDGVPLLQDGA
Mtb FBA inh – inhibits M. tuberculosis FBA enzyme; P9WQA3; AID 588726; purified M. tuberculosis FBA, fluorescence read-out; inhibition, % at 1 µM; actives 2.3% (n = 360,000); in the data active = inhibition above about 27%;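 note: 0% = vehicle and 100% = reference inhibitor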
Target sequence (P9WQA3 whole entry, looked up): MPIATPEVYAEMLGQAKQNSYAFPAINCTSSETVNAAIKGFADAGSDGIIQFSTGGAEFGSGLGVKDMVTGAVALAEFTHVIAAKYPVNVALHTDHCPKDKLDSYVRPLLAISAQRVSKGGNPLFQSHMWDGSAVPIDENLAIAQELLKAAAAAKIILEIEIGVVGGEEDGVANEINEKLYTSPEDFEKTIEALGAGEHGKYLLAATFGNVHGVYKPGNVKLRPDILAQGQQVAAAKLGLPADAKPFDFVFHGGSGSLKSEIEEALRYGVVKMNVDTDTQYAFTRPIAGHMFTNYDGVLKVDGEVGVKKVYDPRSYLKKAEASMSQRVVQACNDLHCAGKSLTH
PfHsp40 yeast – restores yeast growth despite PfHsp40 toxicity | S. cerevisiae expressing PfHsp40, growth rescue, ATP luminescence | growth rescue, % at 12.5 µM | actives 0.68% (n = 340,000); in the data active = growth rescue above about 28%, passing the limit was not always enough; inconclusive = no clear call, values can overlap the other calls;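 note: yeast W303a lacking pdr1 and pdr3 grown in galactose medium; growth measured after three days at 30 °C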
Anthrax LF prot – blocks Bacillus anthracis lethal factor protease | P15917 | multiplex microsphere protease cleavage assay, LF | inhibition, % at 10 µM | actives 0.12% (n = 360,000); note: plate controls were buffer without enzyme for full effect and enzyme alone for no effect
GDH-TPI inh – GDH-TPI coupled enzyme inhibition counter-screen | GDH-TPI coupled enzyme counterscreen, NADH absorbance | inhibition, % at 4.8 µM | actives 1.2% (n = 360,000); in the data active = inhibition above about 30%;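 note: 0% = DMSO wells and 100% = wells lacking the enzyme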
BoNT A protease – BoNT A light chain protease inhibition | multiplex microsphere protease substrate cleavage, flow cytometry | inhibition, % at 10 µM | actives 0.17% (n = 360,000) | AID 588499; note: plate controls were buffer without enzyme for full effect and enzyme alone for no effect
BioA inh – inhibitors of Mycobacterium tuberculosis BioA enzyme; AID 602481; inhibition, % at 9.99 µM; purified M. tuberculosis BioA enzyme, plate reader; actives 0.096% (n = 360,000); in the data active = inhibition above about 40%; inconclusive = no clear call, values can overlap the other calls
FadD28 binding – blocks FadD28 binding to the bisubstrate probe; actives 0.22% (n = 360,000); inhibition, % at 12.5 µM; fluorescence polarization; in the data active = inhibition above about 8.5%, passing the limit was not always enough; inconclusive = no clear call, values can overlap the other calls
BoNT F protease – blocks Botulinum neurotoxin F light chain protease. actives 0.22% (n = 360,000). AID 588497. inhibition, % at 10 µM. Multiplex microsphere protease cleavage assay, flow cytometry; in the data active = inhibition above about 35%, passing the limit was not always enough; inconclusive = no clear call, values can overlap the other calls; note: plate controls were buffer without enzyme for full effect and enzyme alone for no effect
* = called active by the depositor; ? = inconclusive; . = not tested or not shown; & = joins results of further samples. Cut-off read from the data, not from the text of the source, unless noted: active = inhibition above about 30%; inconclusive = no clear call, values can overlap the other calls; inactive = below that. Outcome played no part in choosing rows, and some 4.7% of all compounds hit somewhere here.

Abbreviations: A = UGM FP inh; B = Mtb FBA inh; C = PfHsp40 yeast; D = Anthrax LF prot; E = GDH-TPI inh; F = BoNT A protease; G = BioA inh; H = FadD28 binding; I = BoNT F protease
[1] COc1ccc(S(=O)(=O)N(C(=O)c2ccncc2)c2ccc3oc4c(c3c2)CCCC4)cc1
  A = . | B = -0.1 | C = 0.0 | D = -1.4 | E = 9.9 | F = -0.1 | G = -1.2 | H = 1.6 | I = 11.7

[2] CC(C)(C)NC(=O)CN(CC1CCCO1)C(=O)CNS(=O)(=O)c1ccc(F)cc1 (stereo unspecified)
  A = 4.1 | B = -2.3 | C = 0.1 | D = 2.3 | E = -0.4 | F = -3.7 | G = -3.1 | H = -0.5 | I = -17.2

[3] OC(c1ccccc1)c1ncc(-c2ccc(Cl)cc2)[nH]1 (stereo unspecified)
  A = . | B = 3.0 | C = . | D = -6.4 | E = -5.8 | F = 0.2 | G = 0.5 | H = -1.6 | I = 5.2

[4] CCOC(=O)C1CCN(c2c(C(=O)c3ccccc3)cnc3ccc(Cl)cc23)CC1
  A = 0.4 | B = -0.3 | C = 1.3 | D = -1.9 | E = 9.9 | F = 0.7 | G = -1.1 | H = 0.1 | I = -0.3

[5] COc1ccc(/C=N/NC(=O)c2cc(C(C)(C)C)[nH]n2)cc1COc1ccc(F)cc1F
  A = -0.2 | B = -0.6 | C = -0.4 | D = -4.8 | E = 10.1 | F = -1.2 | G = . | H = -4.0 | I = -3.9

[6] O=C(C1CCCN(S(=O)(=O)c2ccc([N+](=O)[O-])cc2)C1)N1CCCCC1 (stereo unspecified)
  A = -1.5 | B = 1.1 | C = 0.2 | D = 0.1 | E = 3.0 | F = 3.0 | G = -1.0 | H = -3.2 | I = 8.5

[7] Cc1ccc(C(=O)N[C@@H](Cc2ccccc2)C(=O)N2CCC3(CC2)NCCc2[nH]cnc23)cc1C
  A = -0.2 | B = 0.9 | C = 0.3 | D = 0.5 | E = 7.8 | F = 1.6 | G = -1.7 | H = -2.4 | I = -3.9

[8] Cc1noc(C)c1NC(=O)N(C)C[C@H]1Oc2ccc(NC(=O)C3CC3)cc2C(=O)N([C@H](C)CO)C[C@@H]1C
  A = 1.5 | B = 0.8 | C = 1.2 | D = -8.8 | E = -1.8 | F = -1.0 | G = 0.6&-1.3 | H = 0.9 | I = -5.1

[9] Cc1nn(CC#N)c(=O)n1-c1ccc(Cl)cc1
  A = -0.1 | B = 6.8 | C = -2.0 | D = 1.5 | E = 0.6 | F = 1.6 | G = . | H = -0.5 | I = 4.0

[10] Cc1ccc(CNC(=O)CCCCn2c(=O)[nH]c3ccsc3c2=O)cc1
  A = 1.4 | B = 7.3 | C = -0.1 | D = -7.1 | E = 6.5 | F = -0.3 | G = 1.2 | H = -0.3 | I = -4.3

Remaining list, next part.
Abbreviations: A = UGM FP inh; B = Mtb FBA inh; C = PfHsp40 yeast; D = Anthrax LF prot; E = GDH-TPI inh; F = BoNT A protease; G = BioA inh; H = FadD28 binding; I = BoNT F protease
[11] Cc1ccc(S(=O)(=O)CC(=O)N(C)C)cc1
  A = -1.8 | B = 0.9 | C = -0.3 | D = 5.8 | E = 5.7 | F = 1.0 | G = -0.1 | H = -2.9 | I = 8.0

[12] CC1CCCCN1C(=O)COC(=O)CSc1ccc(C(N)=O)cc1[N+](=O)[O-] (stereo unspecified)
  A = . | B = 5.3 | C = 0.7 | D = -0.6 | E = 8.4 | F = 2.3 | G = 1.0 | H = -1.7 | I = -6.1

[13] O=C(Cn1cnc([N+](=O)[O-])n1)NCc1ccccc1
  A = -2.0 | B = 4.4 | C = -1.0 | D = -1.1 | E = -3.4 | F = 0.1 | G = 0.8 | H = 3.0 | I = 0.9

[14] COc1ccccc1OCc1nc2ccccc2[nH]1
  A = 2.9 | B = -1.1 | C = -0.2 | D = -2.5 | E = 10.9 | F = -1.4 | G = 1.2 | H = -1.4 | I = -5.2

[15] CC(Oc1ccccc1)C(=O)Nc1c2c(nn1-c1ccccc1)CS(=O)(=O)C2 (stereo unspecified)
  A = 2.0 | B = -2.6 | C = 0.1 | D = 2.1 | E = -0.7 | F = -1.1 | G = -1.9 | H = -5.5 | I = 4.8

[16] COc1cc2c(c(OC)c1OC)C(c1ccc3c(c1)OCO3)CC(=O)O2 (stereo unspecified)
  A = . | B = -2.0 | C = -0.7 | D = 3.1 | E = 0.0 | F = -0.8 | G = 4.5 | H = 1.0 | I = -5.0

[17] Cc1ccc(Cl)cc1NC(=O)CCC(=O)Nc1cc(Cl)ccc1C
  A = -1.2 | B = 0.8 | C = -1.2 | D = -0.1 | E = -7.1 | F = 0.1 | G = . | H = -2.9 | I = 1.3

[18] CC1(C(=O)Nc2cccc3ncccc23)CCN1C(=O)C1(c2ccccc2)CC1 (stereo unspecified)
  A = . | B = 2.5 | C = . | D = -1.2 | E = -5.3 | F = 0.1 | G = -1.6 | H = 1.5 | I = 2.7

[19] CC(C)CNC(=O)NC(=O)COc1ncnc2sccc12
  A = -3.4 | B = 2.8 | C = 0.0 | D = -1.5 | E = 7.1 | F = 0.4 | G = . | H = -1.3 | I = 3.6

[20] COc1ccccc1N(C(=O)CCl)c1cn(C(C)=O)c2ccccc12
  A = 0.1 | B = 1.1 | C = -0.1 | D = 0.5 | E = 0.7 | F = -0.6 | G = 4.4 | H = -2.0 | I = -13.6

New compounds follow.
Abbreviations: A = UGM FP inh; B = Mtb FBA inh; C = PfHsp40 yeast; D = Anthrax LF prot; E = GDH-TPI inh; F = BoNT A protease; G = BioA inh; H = FadD28 binding; I = BoNT F protease
[21] O=S(=O)(/N=C(/Nc1nccs1)c1ccc(F)cc1)c1ccccc1
  A = -1.6 | B = 3.4 | C = -2.6 | D = 2.3 | E = 26.3 | F = 0.7 | G = -0.1 | H = 1.4 | I = 0.3

[22] CN(C)N=Nc1nc2c(c(=O)n(C)c(=O)n2C)n1C
  A = 1.1 | B = -0.2 | C = . | D = -2.2 | E = 34.0* | F = -0.5 | G = 0.1 | H = -2.7 | I = -4.9

[23] CCC1=C(OC(=O)N(CC)CC)N2C(=O)OC(=NCc3ccccc3)[C@]2(C)[C@H]2C1=CC[C@H]1C(=O)N(CC(=O)OC)C(=O)[C@H]12
  A = -0.1 | B = 3.9 | C = 1.2 | D = -7.3 | E = 11.8 | F = -0.4 | G = -0.7 | H = -1.8 | I = -0.7

[24] CCOC(=O)c1ccc(NC(=O)c2cc(C)nn2-c2ccccc2)cc1
  A = 1.0 | B = -3.9 | C = -0.1 | D = -10.0 | E = -1.3 | F = 0.7 | G = 1.1 | H = -3.9 | I = ?

[25] Cc1ccc(NC(=O)Nn2cnnc2)cc1
  A = 1.3 | B = 5.1 | C = 0.0 | D = 5.8 | E = 1.7 | F = 3.0 | G = -0.4 | H = 0.8 | I = 8.5

[26] CCCSc1nc(O)c(C2OC(=O)c3c2ccc(OC)c3OC)c(=O)n1C (stereo unspecified)
  A = 4.7 | B = 0.8 | C = 0.3 | D = -2.7 | E = 2.8 | F = 1.1 | G = . | H = -0.4 | I = -12.5

[27] CN(C)NC(=O)C12CCC(C)(C(=O)O1)C2(C)C (stereo unspecified)
  A = 2.9 | B = 1.7 | C = -0.9 | D = 2.3 | E = 3.2 | F = -0.4 | G = . | H = 0.4 | I = 0.8

7 structures already listed, ordered by count of non-hydrogen atoms, high to low.
Abbreviations: A = UGM FP inh; B = Mtb FBA inh; C = PfHsp40 yeast; D = Anthrax LF prot; E = GDH-TPI inh; F = BoNT A protease; G = BioA inh; H = FadD28 binding; I = BoNT F protease
[23] CCC1=C(OC(=O)N(CC)CC)N2C(=O)OC(=NCc3ccccc3)[C@]2(C)[C@H]2C1=CC[C@H]1C(=O)N(CC(=O)OC)C(=O)[C@H]12
  A = -0.1 | B = 3.9 | C = 1.2 | D = -7.3 | E = 11.8 | F = -0.4 | G = -0.7 | H = -1.8 | I = -0.7

[18] CC1(C(=O)Nc2cccc3ncccc23)CCN1C(=O)C1(c2ccccc2)CC1 (stereo unspecified)
  A = . | B = 2.5 | C = . | D = -1.2 | E = -5.3 | F = 0.1 | G = -1.6 | H = 1.5 | I = 2.7

[26] CCCSc1nc(O)c(C2OC(=O)c3c2ccc(OC)c3OC)c(=O)n1C (stereo unspecified)
  A = 4.7 | B = 0.8 | C = 0.3 | D = -2.7 | E = 2.8 | F = 1.1 | G = . | H = -0.4 | I = -12.5

[21] O=S(=O)(/N=C(/Nc1nccs1)c1ccc(F)cc1)c1ccccc1
  A = -1.6 | B = 3.4 | C = -2.6 | D = 2.3 | E = 26.3 | F = 0.7 | G = -0.1 | H = 1.4 | I = 0.3

[19] CC(C)CNC(=O)NC(=O)COc1ncnc2sccc12
  A = -3.4 | B = 2.8 | C = 0.0 | D = -1.5 | E = 7.1 | F = 0.4 | G = . | H = -1.3 | I = 3.6

[22] CN(C)N=Nc1nc2c(c(=O)n(C)c(=O)n2C)n1C
  A = 1.1 | B = -0.2 | C = . | D = -2.2 | E = 34.0* | F = -0.5 | G = 0.1 | H = -2.7 | I = -4.9

[27] CN(C)NC(=O)C12CCC(C)(C(=O)O1)C2(C)C (stereo unspecified)
  A = 2.9 | B = 1.7 | C = -0.9 | D = 2.3 | E = 3.2 | F = -0.4 | G = . | H = 0.4 | I = 0.8
